eIF4E-4G inh – inhibitors of eIF4E and eIF4G interaction in translation initiation; P63073+Q04637; TR-FRET eIF4E-eIF4GI(517-606) binding, 2 h; inhibition, % at 21.7 µM; 0.37% of 220,000 active; AID 782;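 further: 0% = full FRET control wells and 100% = background wells lacking eIF4GI fragment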
14-3-3 Bad inh – disrupts binding of bovine 14-3-3 zeta to phospho-Bad peptide; TR-FRET 14-3-3zeta/Dy647-pBad peptide displacement, 1 h; AID 781; inhibition, % at 21.7 µM; 0.71% of 220,000 active; P63103;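 active means inhibition above about 70%, limit read from the data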;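 further: 0% = full 14-3-3 plus peptide FRET controls and 100% = background without 14-3-3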
hK5 inh – kallikrein 5 (human) inhibition | inhibition, % at 5 µM | Q9Y337 | recombinant hK5, fluorogenic AMC substrate cleavage | 0.59% of 210,000 active | AID 873;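 active means inhibition of 40% or more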;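 further: 0% = enzyme controls without compound and 100% = no-enzyme blanks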
EBV gp42 inh – blocks Epstein-Barr virus glycoprotein 42 binding. inhibition, % (tested at 21.74 µM). Fluorescence polarization binding assay, mP read-out. AID 1085. 0.42% of 220,000 active. Q1HVG2; in the data active means inhibition above about 50%
Rad51 HR inh – Rad51 (human) homologous recombination inhibition | inhibition, % at 10 µM | 0.085% of 200,000 active | Q06609 | AID 1385 | hRad51 DNA strand exchange, fluorescence dequenching;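 active means inhibition above 40% at the single screening dose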;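 further: 0% = DMSO control wells and 100% = blanks with heterologous ssDNA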
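Test system: preformed human Rad51 ssDNA filaments. Compound dosing: single dose, 10 µM final compound. Incubation: filaments 15 min 37 °C, then compound 30 min. Technique: FRET fluorescence dequenching, excitation 485 nm, emission 520 nm. Read-out basis: percent inhibition from fluorescence, normalised to plate control and blank means. Benchmarks: plate controls and plate blanks.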
Furin inh – human furin inhibition; P09958; purified furin, fluorogenic substrate cleavage; inhibition, % at 30 µM; 0.061% of 220,000 active; AID 463115; in the data active means inhibition above about 25%; further: inactives centre near -15
KCC2 mod – KCC2 (human) Cl- transport modulation; Q9H2X9; KCC2 cells, thallium flux FluoZin-2 fluorescence; B-score of Tl+ flux slope (higher = more flux/activation; lower = inhibition) at 10 µM; 2.2% of 190,000 active;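 active means thallium flux slope and its plate-corrected score both differing from the plate sample mean at a set confidence after two filtering rounds, in either direction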;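 further: slope of fluorescence scaled to starting intensity during 10 to 20 s after thallium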
Target sequence (Q9H2X9 whole entry, looked up): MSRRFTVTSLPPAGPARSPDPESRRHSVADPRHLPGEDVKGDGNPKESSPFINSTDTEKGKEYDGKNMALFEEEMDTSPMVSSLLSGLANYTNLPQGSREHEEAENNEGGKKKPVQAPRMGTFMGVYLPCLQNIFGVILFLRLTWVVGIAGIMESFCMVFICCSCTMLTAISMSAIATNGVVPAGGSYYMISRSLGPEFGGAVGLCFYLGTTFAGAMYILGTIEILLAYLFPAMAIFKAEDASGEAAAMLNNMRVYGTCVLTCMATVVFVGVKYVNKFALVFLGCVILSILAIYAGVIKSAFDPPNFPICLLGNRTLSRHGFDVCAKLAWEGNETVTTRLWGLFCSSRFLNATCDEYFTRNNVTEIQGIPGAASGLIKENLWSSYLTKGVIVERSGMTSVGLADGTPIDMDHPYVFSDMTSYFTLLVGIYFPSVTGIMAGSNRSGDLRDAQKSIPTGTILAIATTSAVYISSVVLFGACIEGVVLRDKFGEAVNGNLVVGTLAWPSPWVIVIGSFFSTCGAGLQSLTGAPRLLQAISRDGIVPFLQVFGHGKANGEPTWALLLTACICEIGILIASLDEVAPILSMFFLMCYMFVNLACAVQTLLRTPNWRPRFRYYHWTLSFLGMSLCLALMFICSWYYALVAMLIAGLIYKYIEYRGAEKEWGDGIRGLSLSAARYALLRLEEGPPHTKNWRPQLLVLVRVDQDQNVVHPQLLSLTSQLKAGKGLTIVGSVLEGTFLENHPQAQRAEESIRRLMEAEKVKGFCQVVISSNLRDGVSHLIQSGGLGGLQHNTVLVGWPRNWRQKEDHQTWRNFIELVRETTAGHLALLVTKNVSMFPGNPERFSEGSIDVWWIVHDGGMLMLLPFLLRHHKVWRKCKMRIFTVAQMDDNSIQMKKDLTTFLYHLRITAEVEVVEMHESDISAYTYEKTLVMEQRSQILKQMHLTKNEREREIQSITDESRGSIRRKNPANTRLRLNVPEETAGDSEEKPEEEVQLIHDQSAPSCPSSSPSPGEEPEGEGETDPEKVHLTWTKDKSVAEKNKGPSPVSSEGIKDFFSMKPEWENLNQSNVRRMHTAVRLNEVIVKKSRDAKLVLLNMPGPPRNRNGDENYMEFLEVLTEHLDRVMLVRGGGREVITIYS
NCF1 inh – blocks human p47phox regulatory protein of NADPH oxidases; P14598; p47phox/p22phox peptide binding, fluorescence polarization, 2 h; inhibition, % at 24.7 µM; 0.53% of 220,000 active; AID 1274;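 further: 0% = p47phox with labelled peptide and 100% = labelled peptide alone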
Thrombin inh – inhibitors of human thrombin; P00734; alpha-thrombin, Boc-VPR-AMC fluorogenic substrate cleavage; inhibition, % at 5 µM; 0.26% of 220,000 active;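 active means inhibition at or above 40%; inactive means inhibition below 40%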;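 further: 0% = enzyme with no compound and 100% = wells without enzyme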
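Material: human alpha-thrombin protein; Also added: Boc-VPR-AMC substrate, 15 µM final; Timing: enzyme reaction carried out at room temperature; Signal: fluorescence, ex 355 nm, em 460 nm; Measure: % inhibition of thrombin; Controls: enzyme without compound as high, wells lacking enzyme as low.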
Numbers without * were called inactive; . = not tested or not shown; [ ] = dose if it differs, or a comment.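 How the source made its calls, unless noted: active means inhibition above about 30% (limit read from the data); inactive means the rest.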 Compounds were not picked by outcome; about 4.7% have a hit in one of these screens.

SMILES | eIF4E-4G inh | 14-3-3 Bad inh | hK5 inh | EBV gp42 inh | Rad51 HR inh | Furin inh | KCC2 mod | NCF1 inh | Thrombin inh
Cc1ccc(NC2SC(=O)N(Cc3cccc(C(=O)O)c3)C2=O)cc1 (stereo not drawn) | -2.4 | 4.6[fluorescence artefact?] | 9.0 | -13.8 | -0.3 | -12.5 | -0.551 | -10.4 | -7.9
Cc1ccc(-c2nnn3c2nc(Cl)c2ccccc23)cc1 | -2.6 | 90.6* | -18.6 | -15.7 | 0.5 | -19.0 | 0.0889 | -6.6 | 3.0
CCOc1cc(C(=O)Nc2ncccn2)cc(OCC)c1OCC | 0.2 | 4.7 | 17.4 | -5.8 | 2.3 | -18.2[20 µM] | . | 0.1 | -2.3
CCOc1cc(OCC)nc(S(C)(=O)=O)n1 | 17.9[fluorescence artefact?] | 7.5 | -5.7 | -25.5 | -21.9 | -17.6 | -0.0951 | -7.8 | -9.5
CC1CN(Cc2nc3c(c(=O)n(C)c(=O)n3C)n2Cc2cccc(Cl)c2)CC(C)O1 (stereo not drawn) | -2.1 | 4.2 | -0.5 | -5.8 | 5.4 | -16.8 | -1.05 | -6.7 | -7.1
COc1ccc(-n2nc(C(=O)NCC(=O)NCc3ccco3)c3ccccc3c2=O)cc1Cl | 1.3 | 11.8[fluorescence artefact?] | -2.0 | -33.2 | 0.3 | -14.1 | . | -0.8 | -6.1
O=C(CSc1nnc(-c2ccc(OC(F)F)cc2)o1)NCc1cccs1 | -15.1 | 0.5 | -20.4 | -38.6 | -10.0 | 0.5[20 µM] | -0.585 | -11.5 | -0.7
COc1ccc(OCCOCCOc2ccc(C)cc2[N+](=O)[O-])cc1 | 5.1[fluorescence artefact?] | 5.6[fluorescence artefact?] | -4.1 | -3.4 | -5.5 | -1.5 | -0.265 | 6.3 | -0.3
O=C(Oc1cccc(N2C(=O)C3C4c5ccccc5C(c5ccccc54)C3C2=O)c1)c1ccco1 (stereo not drawn) | 1.0[fluorescence artefact?] | 0.6 | -10.4 | -8.2 | -5.8 | -16.3 | -0.271 | -6.9 | -5.0
Cc1ccc(NC(=S)N2CCCC(CO)C2)c(C)c1 (stereo not drawn) | -1.6 | -1.8 | -31.5 | 1.3 | . | -36.4 | -0.826 | . | 0.4
CCOC(=O)Nc1ccc2c(CN3C(=O)NC(CC)(CC)C3=O)cc(=O)oc2c1 | 5.0[fluorescence artefact?] | -2.5 | -38.6 | -20.3 | -3.8 | -141.9[20 µM] | -0.521 | -48.7 | -6.0
O=C1CC(NC(=O)C(F)(F)F)=NN1c1ccccc1 | -7.3 | -9.8 | -17.0 | -14.9 | 14.2 | -23.3 | 0.724 | -2.6 | 0.6
Cc1cc(NC(=O)c2c([N+](=O)[O-])cnn2C)no1 | 4.1 | 0.2 | -7.5 | -17.4 | -3.5 | -14.6[20 µM] | 0.721 | -2.6 | -1.1
Cc1ccc(-c2nnc(SCC(=O)n3c4c(c5ccccc53)CCCC4)o2)cc1 | 4.5 | 1.4 | -10.0 | -1.1 | . | -19.5[20 µM] | . | -6.0 | 0.8
O=C(Nc1ccccn1)C12CC3CC(CC(C3)C1)C2 | -19.4 | 16.0 | -5.8 | -23.3 | -2.5 | -16.8[20 µM] | 0.617 | -2.5 | -4.5
CCc1ccc(NC(=O)CSc2nc3[nH]ncc3c(=O)[nH]2)cc1 | -2.6 | -4.8 | 1.3 | 6.9 | 3.3 | -22.4 | -0.0032 | -0.3 | -2.5
Cc1nc(-c2ccncc2)sc1C(=O)Nc1ccc(Cl)cc1 | -1.4 | -14.7 | 3.6 | 8.8 | 6.5 | -30.4 | 0.0218 | -11.8 | 1.1
CC1CC(C)CN(C(=O)CCCn2c(=S)[nH]c3ccccc3c2=O)C1 (stereo not drawn) | -0.8 | -3.4 | 22.6 | -19.8 | -2.6 | -14.2 | 5.37* | -7.9 | -0.3
CC(C)=CCC/C(C)=C/C=N/NC(=O)c1cccc([N+](=O)[O-])c1 | 1.8 | -2.9[fluorescence artefact?] | -3.6 | -5.6 | 0.2 | -34.9 | 2.66 | -13.2 | 0.7
N#Cc1ccsc1NC(=O)CN1CCN(Cc2ccccc2)CC1 | -2.7 | -8.3 | -1.1 | -0.5 | -12.8 | -12.3 | -1.17 | -3.7 | -7.4
CCOc1ccc(Br)cc1S(=O)(=O)Nc1ccc(C(=O)OCC(=O)N(C)c2ccccc2)cc1 | 0.6[fluorescence artefact?] | -0.7 | -1.0 | -7.3 | 22.9 | -25.4 | 0.133 | -8.0 | -1.9
Cc1cccc(C(=O)N2CC3(C)CC2CC(C)(C)C3)c1 (stereo not drawn) | -2.0 | 3.0 | -1.8 | -15.9 | . | -19.3 | -0.132 | -10.2 | 2.7
CCN(CC)c1ccc(NC(=O)/C=C\c2ccccc2Cl)cc1 | -1.6 | 7.6 | 7.1 | -16.1 | -8.7 | -8.1[20 µM] | . | -22.1 | -1.1
COC(=O)c1ccccc1NC(=O)c1cnn2c(C)cc(C)nc12 | 0.2 | -3.9 | -5.4 | -11.6 | . | -13.5 | -1.01 | 10.6 | -5.6
COc1ccc(C2CC3(CC(C)(C)NC(=O)N3)Oc3cc(O)ccc32)cc1 (stereo not drawn) | 0.8 | 2.0 | 1.7 | -6.5 | -3.5 | -9.0 | 1.29 | -7.5 | -7.6

Whole records as entered above:
CCOc1cc(OCC)nc(S(C)(=O)=O)n1 reads eIF4E-4G inh = 17.9[fluorescence artefact?]; 14-3-3 Bad inh = 7.5; hK5 inh = -5.7; EBV gp42 inh = -25.5; Rad51 HR inh = -21.9; Furin inh = -17.6; KCC2 mod = -0.0951; NCF1 inh = -7.8; Thrombin inh = -9.5
Cc1ccc(-c2nnc(SCC(=O)n3c4c(c5ccccc53)CCCC4)o2)cc1 reads eIF4E-4G inh = 4.5; 14-3-3 Bad inh = 1.4; hK5 inh = -10.0; EBV gp42 inh = -1.1; Rad51 HR inh = .; Furin inh = -19.5[20 µM]; KCC2 mod = .; NCF1 inh = -6.0; Thrombin inh = 0.8

(listing goes on)
SMILES | eIF4E-4G inh | 14-3-3 Bad inh | hK5 inh | EBV gp42 inh | Rad51 HR inh | Furin inh | KCC2 mod | NCF1 inh | Thrombin inh
COc1ccc(-c2nnc(SCC(=O)O)n2C)cc1OC | 3.8 | 4.1 | . | -1.8 | . | -21.3 | 1.4 | -2.4 | -2.1
Cc1nc(-c2ccc(C(F)(F)F)cc2)sc1C(=O)NN | -1.2 | -1.5 | 13.7 | -3.1 | -10.1 | -5.6 | -0.162 | -15.8 | -5.6
Cc1ccc(NC(=O)N2CCC(O)(c3cccnc3)CC2)cc1 | -7.2[fluorescence artefact?] | 7.1 | 23.4 | -16.9 | 6.8 | -8.1[20 µM] | -0.0243 | 2.5 | 2.3
O=C(NCc1ccccc1)[C@@H]1CSC2c3ccccc3C(=O)N21 (stereo partly drawn) | 1.2 | 1.4 | -8.4 | -12.9 | 3.1 | -14.5[20 µM] | . | -7.9 | -3.0
CSc1ccc(C2(O)Cc3cccc[n+]3C2c2ccccc2)cc1 (stereo not drawn) | 1.3 | -2.7 | -1.9 | -3.3 | . | -11.0 | 0.524 | 4.8 | -8.7
COc1cc(/C=C/C(=O)c2ccc(O)cc2)ccc1OCC#N | 10.0 | 2.9 | -10.7 | -9.9 | -12.6 | -11.0 | -2.16 | -37.0 | -6.1
Cc1ccc(S(=O)(=O)c2c(N)n(Cc3ccco3)c3nc4ccccc4nc23)cc1 | 1.1 | -3.6 | 3.5 | 61.1* | -133.4 | -36.1 | . | -69.6 | 2.2
O=C(Cc1nnc(NC(=O)Nc2ccc(F)cc2)s1)NCc1ccccc1 | -1.9 | 5.9 | 0.0 | 4.2 | 18.2 | -19.3 | -0.437 | -0.6 | -0.1
COc1ccc([C@H]2[C@H](C(C)=O)N3N=Cc4ccccc4C3C23C(=O)OC(C)(C)OC3=O)cc1 (stereo partly drawn) | 34.6* | -4.9 | -2.2 | -5.2 | 1.0 | -23.7 | 1.48 | 0.6 | -0.4
CCN(CC)C(=O)COc1ccc2oc(C)c(C(=O)OC(C)C)c2c1 | 0.6 | -10.8 | -1.7 | 8.1 | -6.7 | -21.7[20 µM] | . | -10.2 | -5.5
O=C(O)CC1(CC(=O)Nc2ccc(F)cc2F)CCCCC1 | 3.9 | 4.2 | -3.2 | 12.7 | 5.3 | -12.5 | 0.142 | -6.8 | -5.7
Cn1nc(C(F)(F)F)c(-c2cccc(C(F)(F)F)c2)c1NC(=O)c1nccnc1C(=O)O | -0.1 | 8.0 | 5.4 | -11.8 | 9.5 | -8.2 | 0.0185 | -8.3 | 4.7
Cc1cccc(NC(=O)C2c3ccccc3Oc3ccccc32)n1 | 3.1 | -10.9 | -4.3 | -12.7 | 1.3 | -28.4 | -0.444 | 2.4 | -9.1
CC(=O)c1nn(-c2cccc(Br)c2)cc1C(=O)c1cccc2ccccc12 | -0.7 | 10.2 | -11.4 | -20.6 | 0.1 | -13.7[20 µM] | 0.298 | 0.6 | -0.3
CCC(C(=O)Nc1ccccc1C(=O)N1CCCC1)N1C(=O)c2ccccc2C1=O (stereo not drawn) | 2.9 | 10.5 | -22.2 | -2.6 | 2.6 | -14.8[20 µM] | -0.216 | -8.8 | -2.6
Cc1ccc2nc(Nc3nc(CSc4nnnn4-c4ccccc4)cc(=O)[nH]3)nc(C)c2c1 | 2.5 | 14.3 | -49.8 | 3.7 | 0.0 | -20.0[20 µM] | -1.52 | 8.9 | 0.3
CCCNC(=O)c1nc(C)n(-c2cc(Cl)ccc2Cl)n1 | 0.1 | -5.0 | 1.1 | -4.7 | 9.0 | -24.8 | 0.0493 | 5.8 | 1.4
COCCSc1ccccc1C(=O)NCC1CCCO1 (stereo not drawn) | 3.0 | 11.7 | -14.9 | -16.4 | 5.3 | -4.4[20 µM] | 0.362 | 0.5 | -3.9
O=C1CC[C@@H](CN(Cc2ccccc2)Cc2cn[nH]c2-c2cc3ccccc3o2)N1 | 6.0 | 5.3 | . | 1.2 | -1.5 | -27.7 | -0.59 | -2.9 | 4.9
COCCCNC(=S)NNC(=O)c1ccc(S(=O)(=O)N2CCC(C)CC2)cc1 | -3.5 | -13.8 | -2.8 | -11.9 | -0.5 | -12.8 | -1.19 | -12.1 | .
COc1ccc(NC(=O)COc2nc(N(C)C)nc(N(C)C)n2)cc1 | -4.8[fluorescence artefact?] | -5.8 | 6.8 | -16.7 | 3.4 | 0.2[20 µM] | . | -7.7 | -4.4
CN(C)C=NC(=O)/C(C#N)=C1\CCc2ccccc2N1 | 0.7[fluorescence artefact?] | -3.0[fluorescence artefact?] | 5.5 | 2.9 | -10.9 | 1.6 | 0.0156 | -10.9 | -12.5
O=C(CCCN1C(=O)c2ccccc2C1=O)Nc1c2c(nc3c1CCC3)CCC2 | 7.5 | 34.6 | 5.7 | -19.5 | -0.8 | -10.7 | . | 1.8 | 2.6

Three entries from above, sorted by the number in EBV gp42 inh, high to low.
canonical_smiles	eIF4E-4G inh	14-3-3 Bad inh	hK5 inh	EBV gp42 inh	Furin inh	KCC2 mod	NCF1 inh	Thrombin inh
CCN(CC)C(=O)COc1ccc2oc(C)c(C(=O)OC(C)C)c2c1	0.6	-10.8	-1.7	8.1	-21.7[20 µM]	.	-10.2	-5.5
COc1ccc([C@H]2[C@H](C(C)=O)N3N=Cc4ccccc4C3C23C(=O)OC(C)(C)OC3=O)cc1 (stereo partly drawn)	34.6*	-4.9	-2.2	-5.2	-23.7	1.48	0.6	-0.4
CC1CC(C)CN(C(=O)CCCn2c(=S)[nH]c3ccccc3c2=O)C1 (stereo not drawn)	-0.8	-3.4	22.6	-19.8	-14.2	5.37*	-7.9	-0.3

Bioassay records from PubChem BioAssay.
